Compound activity from PubChem.
Yeast tox – Inhibitors of S. cerevisiae growth, toxicity; growth inhibition, % at 25 µM (by protocol); S. cerevisiae wild-type growth, A595 turbidity, 16 h; 0.3% of 30,000 active;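 active means mutant and wild-type yeast strains alike exhibit over 30% growth inhibition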;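 further: 0% = untreated cell controls and 100% = YPD media blanks without cells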
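System – wild-type and eIF2Bepsilon-R284H mutant S. cerevisiae, screened separately · Measured by – absorbance at 595 nm (turbidity) · Timing – 16 h compound exposure during growth at 30 °C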
Yeast eIF2B – modulators of yeast eIF2B activity | S. cerevisiae eIF2B-epsilon R284H, GCN4-lacZ luminescence | inhibition, % at 25 µM (by protocol) | 0.91% of 27,000 active;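 active means mutant luminescence inhibited past about 50% while wild type luminescence and mutant growth stay under set limits, limit read from the data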; further: some compounds called inactive have numbers as strong as hits
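Material – yeast eIF2B-epsilon R284H mutant carrying GCN4–beta-galactosidase fusion · Medium – YPD yeast growth medium · Compound – one concentration, 25 µM, 0.25% DMSO · Times – 16 h at 30 °C exposure · Signal – Beta-Glo luminescence plus absorbance at 595 nm · Read-out – % inhibition of reporter signal and growth versus controls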
Yeast tox inhibition % – further read-out of Yeast tox, marked with its call; growth inhibition, %; S. cerevisiae eIF2Bepsilon-R284H mutant growth, A595 turbidity, 16 h;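 each compound tested once at 25 µM; 0% equals untreated cells and 100% equals cell-free medium blanks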
Yeast eIF2B mutant toxicity – second read-out of Yeast eIF2B, no call of its own (marks repeat the call); growth inhibition, %; measured here: mutant yeast growth, toxicity;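 each compound tested once at 25 µM; zero equals untreated control growth and 100 equals blank medium absorbance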
* = called active by the depositor; / = no result given.

SMILES	Yeast tox	Yeast tox inhibition %	Yeast eIF2B	Yeast eIF2B mutant toxicity
CN(C)S(=O)(=O)Nc1ccccc1C(N)=O	32	-3	5	-3
Brc1ccc(CSc2nnc(-c3ccccn3)n2Cc2ccco2)cc1	-6	-9	26	-9
CCn1c(CNc2ccc(Cl)cc2)nnc1SCC(=O)OC1CCCCC1	-6	-17	0	-17
Cc1cc2ncn(S(=O)(=O)c3ccc(S(=O)(=O)N4CCCCCC4)cc3)c2cc1C	-9	-17	24	-17
c1ccc(-n2nnnc2-n2cnc3ccccc32)cc1	-7	2	12	2
Cn1c(=O)c2c(nc(NCc3ccc4c(c3)OCO4)n2Cc2ccccc2F)n(C)c1=O	1	-14	22	-14
COc1cc(N2CCCC2)c(OC)cc1/C=C(/C#N)c1ccc(Br)cc1	6	5	/	/
Cc1nn(C(=O)N2CCOCC2)c(C)c1C	12	27	-45	27
COC(=O)c1[nH]c(C)c(/C(O)=C2\C(=O)C(=O)N(CCN(C)C)C2c2cc(OC)ccc2OC)c1C (configuration not stated)	-17	-30	23	-30
CC(C)NS(=O)(=O)c1ccc(NC(=O)C2CCCCC2)cc1	7	15	/	/
C/C(CCc1oc2ccccc2c1-c1ccc(C)o1)=N/O	9	19	19	19
CCn1c(Cc2cccs2)nnc1SCC(=O)Nc1ccc(OC)c(OC)c1	16	12	14	12
CC1(C)CCCN(C(=O)c2coc(=O)c(Br)c2)C1	15	-2	18	-2
COc1ccc(CCNC(=O)c2nnn(CC(=O)Nc3ccccc3)c2N)cc1OC	-7	7	-3	7
COc1c2occc2cc2ccc(=O)oc12	20	23	12	23
Cc1cc(N2C(=O)C3C4C=CC(C4)C3C2=O)no1 (configuration not stated)	-3	26	2	26
NC(=O)C1CCN(Cc2nnnn2Cc2ccco2)CC1	33	0	17	/
O=C(Nc1c(F)cccc1F)c1cnc(N2CCN(c3ccccn3)CC2)c2ccccc12	11	15	/	/
CCC1(C)Cc2c(C#N)c(N)sc(=S)c2CO1 (configuration not stated)	/	/	29	/
Oc1oc(-c2ccccc2)nc1C=NCc1ccccc1	7	15	27	15
O=C1CC(SCc2nc3ccccc3[nH]2)C(=O)N1c1cccc(Cl)c1 (configuration not stated)	15	24	23	24
Cc1ccc2nc(NC(=O)CCCc3nc4ccccc4s3)sc2c1	21	24	24	24
CC(=O)c1cccc(-n2nnnc2SCC(=O)Nc2cccc(NC(=O)c3ccco3)c2)c1	7	7	61*	/
O=C(Nc1ccc2oc(-c3ccccc3F)nc2c1)c1cncc(Br)c1	-26	-11	/	/
CCOC(=O)c1ccc(Oc2nc(NC)nc(OC)n2)cc1	0	8	-24	8
CCCC1C(C#N)=C(N)Oc2cc(C)n(C)c(=O)c21 (configuration not stated)	12	19	20	19
Cc1ccccc1N1C(=O)c2ccccc2NC1c1ccncc1 (configuration not stated)	0	-5	/	/
CCCCNC(=O)Cn1cnc2c(cnn2-c2ccc(C)c(C)c2)c1=O	-16	0	3	/
O=C1CN2C(=N1)N(Cc1ccccc1)c1ccccc12	-10	-36	11	-36
COn1c(SCc2ccccc2)nc2ccccc2c1=O	-21	5	-3	5

Single records (already shown). Order of values: Yeast tox | Yeast tox inhibition % | Yeast eIF2B | Yeast eIF2B mutant toxicity
`O=C(Nc1c(F)cccc1F)c1cnc(N2CCN(c3ccccn3)CC2)c2ccccc12` in the list: 11 | 15 | / | /
`Cc1ccccc1N1C(=O)c2ccccc2NC1c1ccncc1` (configuration not stated) in the list: 0 | -5 | / | /

Other structures:
SMILES	Yeast tox	Yeast tox inhibition %	Yeast eIF2B	Yeast eIF2B mutant toxicity
CCOC(=O)/C=C1\Nc2ccccc2SC1=O	18	0	/	/
CCOc1ccc(N(Cc2cc3ccc(C)cc3[nH]c2=O)S(C)(=O)=O)cc1	33	19	18	19
CCCCNC(=O)N(O)C1N(CCCC)C(=O)N(CC(=O)OC)C1(C)C (configuration not stated)	12	15	-4	15
Cc1noc(NS(=O)(=O)c2ccc(NC(=O)C34CCC(CC3)C4)cc2)c1C	18	3	-23	3
COc1ccc2c(c1OC)C(=O)N1c3ccccc3COC21 (configuration not stated)	11	12	-46	12
CCOc1ccc(S(=O)(=O)N(CCO)CCO)cc1-c1nc2c(C(C)(C)C)nn(C)c2c(=O)[nH]1	14	8	/	/
Cc1ccc(OS(=O)Nc2cccc3nccnc23)cc1 (configuration not stated)	7	16	21	16
Cc1ccc(NS(=O)(=O)c2ccc(OCC(=O)N3CCOCC3)cc2)cc1	9	15	22	15
CCN(CC)S(=O)(=O)c1ccc(Cl)c(C(=O)NCc2ccccc2Cl)c1	17	-10	-12	-10
C(=N\n1cnnc1)/c1cccc2ccccc12	4	-20	11	-20
CCC(C)NC(=O)C1CCCN(C(=O)Nc2ccc(F)cc2)C1 (configuration not stated)	13	10	19	10
CCN(CC)c1ccc(N=Cc2ccc(N(CC)CC)cc2O)cc1	-9	10	19	10
Cc1ccc(SC(C)C(=O)Nc2c(C)n(C)n(-c3ccccc3)c2=O)cc1 (configuration not stated)	2	8	/	/
O=Cc1ccc2noc(-c3ccc(F)cc3)c2c1	15	6	25	6
CSc1ccc(-c2nc(CSCC(=O)N3CCOCC3)c(C)o2)cc1	25	-7	14	-7
Cn1c(=O)[nH]c(=O)c2c1nc(N1CCOCC1)n2CCSc1ncccn1	/	/	2	/
CCn1c(COc2cccc(OC)c2)nnc1SCC(=O)Nc1cccc(OC)c1	9	17	20	17
COC(=O)C1=C(C)NC(=O)/C1=C\c1cc(C)n(-c2cc(C)cc(C)c2)c1C	-3	-2	/	/
CCCOc1ccc(C(=O)C(CN2CCOCC2)c2ccccc2)cc1 (configuration not stated)	8	-17	-7	-17
O=C(O)CCCn1c(=O)[nH]c2ccccc2c1=O	-22	-23	11	-23
COC(=O)Cn1nnc(-c2cccc(OC)c2)n1	/	/	22	/
COc1cccc(C(=O)Nc2cccnc2)c1	13	16	18	16
COc1ccc(S(=O)(=O)N2CCN(CCC(=O)Nc3ccc(F)cc3)CC2)cc1	0	12	14	12
COC(=O)c1ccc(Cl)c(NC(=O)CN2CCC(C)CC2)c1	16	13	15	13
Cc1sc2ncnc(NCC3CCCO3)c2c1C (configuration not stated)	1	-14	8	-14
COC(=O)CCS(=O)(=O)c1nc(-c2ccccc2)cc(C(F)(F)F)n1	4	-10	15	-10
O=C(Nc1ccc(N2CCOCC2)c(Cl)c1)c1ccccc1F	5	18	/	/
O=C(Cn1ncn2c(cc3ccccc32)c1=O)NCCC1=CCCCC1	-4	4	23	4
O=S1(=O)CCN=C2SC3=C(CCCC3)N21	-16	-12	28	-12
C=CCn1c(SCC(N)=O)nnc1-c1ccccc1O	9	-5	-2	-5

Shown bar-delimited: part of the list above.
mol | Yeast tox | Yeast tox inhibition % | Yeast eIF2B | Yeast eIF2B mutant toxicity
O=Cc1ccc2noc(-c3ccc(F)cc3)c2c1 | 15 | 6 | 25 | 6
CSc1ccc(-c2nc(CSCC(=O)N3CCOCC3)c(C)o2)cc1 | 25 | -7 | 14 | -7
Cn1c(=O)[nH]c(=O)c2c1nc(N1CCOCC1)n2CCSc1ncccn1 | / | / | 2 | /
CCn1c(COc2cccc(OC)c2)nnc1SCC(=O)Nc1cccc(OC)c1 | 9 | 17 | 20 | 17
COC(=O)C1=C(C)NC(=O)/C1=C\c1cc(C)n(-c2cc(C)cc(C)c2)c1C | -3 | -2 | / | /
CCCOc1ccc(C(=O)C(CN2CCOCC2)c2ccccc2)cc1 (configuration not stated) | 8 | -17 | -7 | -17
O=C(O)CCCn1c(=O)[nH]c2ccccc2c1=O | -22 | -23 | 11 | -23
COC(=O)Cn1nnc(-c2cccc(OC)c2)n1 | / | / | 22 | /
COc1cccc(C(=O)Nc2cccnc2)c1 | 13 | 16 | 18 | 16
COc1ccc(S(=O)(=O)N2CCN(CCC(=O)Nc3ccc(F)cc3)CC2)cc1 | 0 | 12 | 14 | 12
COC(=O)c1ccc(Cl)c(NC(=O)CN2CCC(C)CC2)c1 | 16 | 13 | 15 | 13
Cc1sc2ncnc(NCC3CCCO3)c2c1C (configuration not stated) | 1 | -14 | 8 | -14
COC(=O)CCS(=O)(=O)c1nc(-c2ccccc2)cc(C(F)(F)F)n1 | 4 | -10 | 15 | -10
O=C(Nc1ccc(N2CCOCC2)c(Cl)c1)c1ccccc1F | 5 | 18 | / | /

(further entries)
SMILES	Yeast tox	Yeast tox inhibition %	Yeast eIF2B	Yeast eIF2B mutant toxicity
CC(C)(C)c1ccc(-c2conc2N)cc1	/	/	-25	/
COC(=O)C1=C(C)NC(=O)C1(NS(=O)(=O)c1ccc(NC(C)=O)cc1)C(F)(F)F (configuration not stated)	17	16	11	16
Cc1c(NC(=O)C2C3C=CC(C3)C2C(=O)O)c(=O)n(-c2ccccc2)n1C (configuration not stated)	33	19	10	19
CC1CCc2c(sc3nc4n(c(=O)c23)CCS4)C1 (configuration not stated)	37	15	/	/
CC(CCN(C)C)OC(=O)c1ccc(C(C)c2ccccc2)o1 (configuration not stated)	-5	8	1	8
O=C(NCCO)c1ccc(Cl)c(Cl)c1	7	19	20	19
O=C(COC(=O)c1ccccc1NC(=O)c1ccco1)Nc1ccc2c(c1)OCO2	-25	-23	-16	-23
CC1Oc2ccccc2N(Cc2cccnc2)C1=O (configuration not stated)	9	6	27	6
Cc1ccc(C(=O)Nc2cccc(C(=O)O)c2)cc1	0	14	36	14
c1ccc(-n2ncc3c(NCc4ccc5c(c4)OCO5)ncnc32)cc1	16	27	29	27
COc1ccc(-c2nc(-c3cccc(C)c3)no2)cc1OC	5	0	-7	/
CCc1nc2n[nH]c(N)c2c2c1CCCC2	-24	2	7	2
Cc1ccc(OCCCCn2cnc3ccccc32)c(C)c1	32	19	33	19
CCOC(=O)C1CCCN(C(=O)CNC(=O)Cn2ccc3ccccc3c2=O)C1 (configuration not stated)	23	-8	22	-8
COc1ccc(N=C2C(=Nc3ccc(OC)cc3)N(c3ccc(OC)cc3)C(=S)N2C(=O)c2ccc(OC)cc2)cc1	-30	-4	17	-4
CCC(C)[C@H](NC(=O)N1CCCC1)C(=O)OC (some centres not stated)	-12	10	-5	10
CCC(C)(C(=O)NC1CCCC1)N(CC1CCCO1)C(=O)CNC(=O)c1ccccc1 (configuration not stated)	/	/	12	/
NC(=O)c1cc2cc(Br)ccc2oc1=NCc1ccccc1	-10	-3	3	-3
CN1C(=O)CC(N2CCC(C(N)=O)CC2)C1=O (configuration not stated)	-14	7	-22	7
COC(=O)C(C)(C)NC(=O)c1cccs1	15	12	-18	12
COC(=O)C1=C(C)NC(=O)C1(NC(=O)CN1CCCC1=O)C(F)(F)F (configuration not stated)	19	12	1	12
O=C(c1ccc(Br)o1)N1CCN(c2ncccn2)CC1	12	18	8	18
COc1ccc(OCc2nnc(SCC(=O)N3CCCc4ccccc43)n2-c2ccc(C)cc2)cc1	10	0	-17	/
CCOC(=O)c1cccc(NC(=O)CN(c2ccc(OC)cc2)S(=O)(=O)c2c(C)noc2C)c1	-2	-3	56	-3
Cc1[nH]n2c(=O)cc(C(C)C)nc2c1-c1ccccc1	14	15	23	15
Cc1ccc(C2C3=C(CC(C)(C)CC3=O)N(CCN3CCOCC3)C3=C2C(=O)CC(C)(C)C3)cc1	5	-27	22	-27
COc1ccc(-n2c(SCC(=O)Nc3sc4c(c3C#N)CCCC4)nnc2-c2ccc(O)cc2)cc1	18	23	5	23
COC(=O)c1cn(CC(=O)N2CCCCCC2)c2ccccc12	-1	-24	19	-24
Cc1cc(NC(=O)/C=C/c2ccccc2)no1	7	26	/	/
O=C(CCc1ccccc1)Nc1ccc(F)cc1F	41	18	1	18
O=C(Cn1nnc(-c2ccc3c(c2)OCO3)n1)N1CCOCC1	0	-13	18	-13
CCCn1c(NC(=O)c2ccc(Cl)c(S(=O)(=O)N3CCCC3)c2)nc2ccccc21	-3	-14	19	-14
O=C(NCc1cccnc1)c1c(F)c(F)c(F)c(F)c1F	22	-9	14	-9
c1ccc2c3c([nH]c2c1)-c1[nH]ncc1CC3	4	0	-2	/
C=CCOC(=O)CCC(=O)Nc1cccc2ccccc12	-11	-21	15	-21
COc1ccc(/C=C/C(=O)NC(=S)NNC(=O)c2ccco2)cc1	/	/	31	/
COc1ccc(Cn2nnnc2C(C(C)C)N(Cc2ccco2)Cc2cccs2)cc1 (configuration not stated)	-5	-11	/	/
CN(C)C(=O)c1ccc2c(c1)n(C)c(=O)n2C	-8	-10	11	-10
O=S(=O)(Nc1nc2ccccc2nc1NCC1CCCO1)c1cccs1 (configuration not stated)	4	-9	4	-9
Cn1c(CCNC(=O)c2ccco2)nc2cc(NS(=O)(=O)c3ccccc3)ccc21	5	19	26	19
O=C(Cc1cn2ccsc2n1)Nc1ccccn1	17	-3	-55	-3
COC(=O)c1c(O)c2ccccc2[nH]c1=O	20	9	22	9
CCOc1ccc(C2C=C(c3ccccc3)Nc3ncnn32)cc1 (configuration not stated)	/	/	-12	/
COC(=O)c1cc2nc(-c3ccccc3)cc(C)n2n1	/	/	9	/
O=c1oc(-c2cccs2)nc2scc(-c3cccs3)c12	-46	-31	15	-31
COc1ccccc1C(=O)Nc1ccc(S(=O)(=O)N2CCOCC2)cc1	-1	12	-23	12
O=c1nc2n(c3sc4c(c13)CCC4)Cc1ccccc1-2	-6	19	/	/

This is a subset. The share of hits here may be higher or lower than overall.
